CSM14.1 death rescue: rescue of cells from ER stress-induced death, primary screen, 384-well, CSM14.1, thapsigargin, ATP luminescence (AID 1222); CSM14.1 thapsigargin-induced death rescue, ATP luminescence; higher % means a stronger effect; cellular ATP content (survival), % at 20 µM; hits with a dose series show EC50 in µM; 190,000 tested, under 10 active;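 active = EC50 below 50 µM in the dose-response confirmation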;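 also: death triggered by thapsigargin at about 15 µM added after 2 h compound pretreatment; cell ATP read after overnight thapsigargin exposure of roughly 18 to 22 hours; normalized against plate controls of thapsigargin alone and 5% DMSO vehicle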
MT stabilize HCS: microtubule stabilizers in HeLa cells, primary screen, imaging, high-content imaging; HeLa tubulin immunostaining HCS, 24 h; share of cells brighter than vehicle mean+2SD; actives 0.83% (n = 200,000); % tubulin-high responders, % at 10 µM;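 active = plate Z-score above 3 for both tubulin-high and condensed-nucleus cell shares, with cell loss under 80%, at 10 µM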;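 also: anti alpha tubulin signal scored within the nucleus-defined area of each cell; some results filed as inactive read as strong as hits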
WT yeast gro inh: growth inhibition of WT strain, primary screen, mitochondrial fusion inhibitor project, WT and mutant strains, chemical genetic; mitochondrial fusion phenotypic screen; inhibition, % at 10 µM; actives 2.1% (n = 190,000); AID 1362, 2008; in the data active = inhibition above about 58%; tested in S. cerevisiae
Ins promoter up: insulin promoter activators in MIN6 cells, imaging, high-content screening, mouse beta cells; actives 0.3% (n = 190,000); z-score at 5 µM; MIN6 insulin promoter-GFP reporter; stronger effect = higher value;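 active = z-score above 3 at 5 µM with at least 500 cells counted in the well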
Hep lipid drop: inhibitors of hepatocyte lipid droplet formation, primary screen, imaging, high-throughput imaging, BODIPY stain; AML12 mouse hepatocytes, oleate lipid droplets; inhibition, % at 6.5 µM; actives 0.4% (n = 240,000);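 active = lipid droplet intensity inhibited by at least 50%, with more than 500 cells counted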
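Assay system: AML12 hepatocytes (mouse) / Also added: 100 µM oleic acid challenge / Times: overnight treatment with compound plus oleate / Detection: high-content imaging of BODIPY-stained droplets and DAPI nuclei / Evaluation: % inhibition of lipid droplet signal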
b-catenin transl: modulators of beta-catenin nuclear translocation, primary screen, imaging, HeLa cells, immunofluorescence, high-content; actives 0.3% (n = 190,000); nuclear translocation activity, % at 5 µM;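 active = nuclear translocation activity above 50% at 5 µM, with a well cell count of 50 or more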;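 also: per-cell ratio of nuclear to cytoplasmic median beta-catenin stain intensity; plate controls were DMSO negative control for no effect and GSK-3 inhibitor IX positive control for full effect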
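Read-out: Nuclear/cytoplasmic beta-catenin signal ratio, % activation | Assay system: Human HeLa cell line | Times: 24 h compound exposure at 37°C, 5% CO2 | Signal: Fluorescence imaging of beta-catenin antibody stain plus DAPI | Dosing: 5 µM primary, 0.02–20 µM confirmation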
XIAP displacement: XIAP antagonists, biochemical, IAP family, fluorescence polarization (AID 1018). XIAP BIR domain, fluorescence polarization peptide displacement; higher % means a stronger effect. displacement, % at 20 µM, or IC50 in µM where a hit was titrated. actives 0.007% (n = 200,000); in the data active = displacement above about 50%; also: a part of the inactive calls stands beside numbers as strong as those of hits
Autophagy mod: autophagy modulators in MEF cells, primary screen, imaging, high-content, MEF GFP-LC3 | actives 0.98% (n = 190,000) | AID 463193, 2010 | MEF GFP-LC3 puncta imaging; test concentration mostly 10 µM | calls only at 10 µM (by protocol);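 active = percentage of spot-positive cells more than 3 SD above its plate mean, without a fluorescence outlier flag or 80% toxicity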;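 also: spot-positive cell cutoff set from DMSO-treated cells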
Dynein transport: inhibitors of GR-EGFP nuclear translocation, primary screen, dynein cargo transport inhibitor project, imaging, high-content, 3617.4 mouse cells. test concentration mostly 20 µM; stimulated with dexamethasone, 1 µM; stronger effect = lower value. z-score, hits read low. actives 0.47% (n = 220,000). AID 1381, 2008;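 active = plate z-score of nuclear minus cytoplasmic receptor signal below a set negative limit, without overly bright fluorescence or cell loss, cut at about -3.5 in these data, passing the limit was not always enough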;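 also: z-score of nuclear minus cytoplasmic ring GR-EGFP intensity difference per well; some compounds called inactive have numbers as strong as hits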
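Buffer or medium: Induction medium lacking tetracycline, stripped serum | Also added: Dexamethasone agonist, 1.0 µM final, for 30 min | Timing: 48 h induction, 1 h compound, 30 min dex at 37 °C | Detection: Formaldehyde fixation, Hoechst nuclear stain, 10x automated fluorescence imaging | Measure: Nuclear versus cytoplasmic GR-EGFP signal, averaged per well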
WT yeast gro inh mutant strain: second read-out of WT yeast gro inh, no call of its own (marks repeat the call); inhibition, %; mitochondrial fusion phenotypic screen, mutant strain inhibition
Dynein transport cytoplasmic EGFP: further read-out of Dynein transport, marked with its call; z-score; measured here: cytoplasmic GR-EGFP intensity; stronger effect = higher value
Dynein transport nuclear GR-EGFP: further read-out of Dynein transport, marked with its call; z-score; measured here: nuclear GR-EGFP intensity;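 lower value marks the stronger effect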
Dynein transport cell count: recorded beside Dynein transport, whose call it bears; z-score; measured here: cell count per field
Ins promoter up cell count: also measured in Ins promoter up; calls as there; cell count; measured here: cytotoxicity, nuclei count;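 total cells summed across four imaged fields per well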
Hep lipid drop cells 6.5 µM: recorded beside Hep lipid drop, whose call it bears; cell count; measured here: cell count, cytotoxicity flag;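 cells counted across two imaged fields per well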
b-catenin transl cell count 5 µM: recorded beside b-catenin transl, whose call it bears; cell count; measured here: cell count, cytotoxicity flag
MT stabilize HCS Hoechst-high %: second read-out of MT stabilize HCS, no call of its own (marks repeat the call); % Hoechst-high responders; measured here: nuclear condensation Hoechst responders;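 share of cells brighter than vehicle mean plus two SD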
MT stabilize HCS cytotoxicity %: second read-out of MT stabilize HCS, no call of its own (marks repeat the call); toxicity, %; measured here: cytotoxicity by cell density;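 0% = mean cell density of plate MIN control wells and 100% = no cells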
Autophagy mod cell loss 18 h: further read-out of Autophagy mod, marked with its call; toxicity, %; measured here: cell loss, nuclei count;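 cell loss after 18 h compound exposure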
* = called active by the depositor; i = inactive; . = no result given; + = active, no number. Outcome played no part in choosing rows (roughly 4% active in at least one column).

No.	SMILES	CSM14.1 death rescue	MT stabilize HCS	MT stabilize HCS Hoechst-high %	MT stabilize HCS cytotoxicity %	WT yeast gro inh	WT yeast gro inh mutant strain	Ins promoter up	Ins promoter up cell count	Hep lipid drop	Hep lipid drop cells 6.5 µM	b-catenin transl	b-catenin transl cell count 5 µM	XIAP displacement	Autophagy mod	Autophagy mod cell loss 18 h	Dynein transport	Dynein transport cytoplasmic EGFP	Dynein transport nuclear GR-EGFP	Dynein transport cell count
1	CCN1CCCC1CNC(=O)c1cc2c(=O)n(C)c3ccccc3c2n1C (stereo not drawn)	-1.3%	5.2	2.9	2.7	-5.5	-6.7	-0.62	1933	-5.1	664	-1.5	1139	-0.6%	.	.	-0.961	0.0968	-0.445	0.639
2	COc1cccc(NC(=S)NCc2ccc3c(c2)cc(C)n3C)c1	-0.9%	3.4	3.8	1.7	19.6	-40.8	-1.1	1718	4.4	682	-2.9	1074	-5.5%	i	8.1	0.158	-0.176	-0.0355	-0.548
3	Cc1c(C(=O)OCC(=O)N(C)c2ccccc2)cccc1[N+](=O)[O-]	0.8%	2.3	1.3	7.7	-1.3	34.4	-0.66	1269	11.0	665	-1.1	1089	0.5%	i	17.7	0.433	-0.218	-0.125	0.0572
4	Cc1cc(C)cc(Oc2nc(C(F)(F)F)nc3ccccc23)c1	-0.5%	46.6	13.3	61.5	27.7	19.6	-0.55	1732	2.0	625	7.6	1043	-2.7%	i	-4.7	0.859	-0.224	-0.217	0.403
5	CCOC(=O)c1c(NC2=NS(=O)(=O)c3ccccc32)sc2c1CCCCC2	1.9%	2.0	2.8	5.6	-11.0	-0.4	-0.73	1369	16.1	698	0.3	1137	-6.5%	i	-9.4	-0.772	-0.211	-0.352	1.11
6	O=C(O)c1ccc(-n2c(-c3cc(-c4ccco4)[nH]n3)n[nH]c2=S)cc1	3.5%	2.2	1.9	5.9	-0.4	-5.9	-0.67	1608	.	.	-0.5	1360	-3.3%	i	0.9	-0.631	-0.164	-0.542	0.307
7	COc1ccc(/C=N/NC(=O)c2csc(-n3nc(C)cc3C(F)(F)F)n2)cc1	-0.9%	29.7*	66.9*	29.6*	-4.7	-4.1	-0.48	1774	-18.4	740	107.8*	283*	-1.0%	i	18.0	1.15	-0.179	0.81	0.177
8	COc1ccc(-c2oc3ncnc(NCCN4CCOCC4)c3c2-c2ccc(OC)cc2)cc1	-1.5%	12.4	2.2	12.6	-4.9	-6.7	0.74	1090	.	.	-1.8	1139	-11.9%	+	39.5*	0.829	-0.32	0.621	-0.585
9	CCOc1ccc(NS(=O)(=O)c2cc(OCC(N)=O)c(C)cc2Cl)cc1	1.4%	1.9	3.2	11.8	-21.2	-18.6	-0.29	1150	-2.8	713	-0.3	476	-4.3%	i	-0.1	1.82	-0.0816	2.04	-1.56
10	O=C(C(c1ccccc1)c1ccccc1)N1CCN(Cc2ccccn2)CC1	-2.3%	4.2	1.4	1.6	6.3	21.1	0.37	1812	-9.1	659	0.5	1079	-1.5%	i	16.0	2.36	0.109	1.87	-0.933
11	C/C(=N\NC(=O)C(=O)Nc1cccc(Cl)c1)c1ccncc1	-1.8%	2.4	4.6	6.2	-20.9	-16.5	-0.02	1438	-15.0	637	-3.5	498	-0.2%	i	-17.2	-0.698	-0.33	-0.791	1.2
12	COc1ccc(C2CC(c3ccccc3)=NN2C(=O)COC(=O)c2ccc(Cl)nc2)cc1 (stereo not drawn)	5.6%	3.0	1.8	6.2	17.1	6.1	0.37	1416	-3.8	667	0.9	1045	-2.1%	i	2.8	-0.243	-0.165	-0.357	-0.0101
13	Cc1occc1C(=O)N1CCN(c2ccc(Cl)c(Cl)c2)CC1	-0.9%	2.6	2.1	0.3	27.8	38.1	-0.39	1822	-21.9	646	0.2	1054	-12.5%	i	3.7	-0.724	-0.266	-0.168	0.746
14	O=C(C1=C(O)C(=O)N(CCc2ccccc2)C1c1cccs1)c1ccco1 (stereo not drawn)	-0.5%	2.1	2.1	8.8	7.6	17.1	-0.15	1170	-4.4	648	1.2	1054	-3.9%	i	10.9	-0.221	-0.167	-0.439	-0.0127
15	Cc1cc(C)nc(NC(=O)Cc2cccs2)n1	5.3%	2.1	3.2	7.6	6.9	-5.7	0.62	767	7.5	783	0.8	1019	-6.5%	i	-12.4	0.0501	-0.15	0.392	0.423
16	CCOC(=O)c1cnc2ccc(Cl)cc2c1NCCN(C)C	-0.8%	2.5	2.2	7.3	7.7	7.5	0.11	1115	-1.3	668	0.3	1000	-3.9%	i	-11.4	0.276	-0.263	-0.486	-0.385
17	Nn1cc(-c2ccccc2)nc1SCC(=O)N1CCN(S(=O)(=O)c2ccc(Cl)cc2)CC1	-1.0%	2.6	2.3	4.6	18.4	1.2	0.39	1236	.	.	-7.5	869	-8.7%	i	14.3	-0.729	-0.203	0.0415	1
18	CCN(CC(=O)NC(c1ccccc1)c1ccccc1)Cc1nc2ccccc2c(=O)[nH]1	-0.5%	2.7	2.1	9.4	-3.8	-4.0	0.47	1400	.	.	-0.1	1231	1.8%	i	-5.5	0.354	-0.229	0.441	0.755
19	COc1ccc(C(=O)/C=C/c2cn(CN3CCN(C)CC3)c3ccccc23)cc1	-1.9%	1.6	2.1	0.1	-14.3	6.9	.	.	13.9	795	.	.	-7.6%	i	-8.9	-1.31	-0.383	-0.446	1.26
20	CC(=O)c1c(C)[nH]c(C(=O)CN2C(=O)NC(C)(CCC(C)C)C2=O)c1C (stereo not drawn)	-2.2%	1.1	2.6	3.6	0.7	3.9	-0.68	1271	-26.7	695	-3.6	1064	-8.6%	i	-0.2	-0.0373	-0.365	-0.143	0.297
21	O=C(Nc1ccccc1)C1=C[C@@H](c2ccccc2)C[C@@H](OCc2ccc(CO)cc2)O1	-2.2%	1.4	1.1	6.5	-1.7	-14.1	.	.	-7.1	734	-0.6	1082	-10.5%	i	17.1	-0.0122	-0.198	0.39	-0.297
22	COc1cc(/C=C(\NC(C)=O)C(=O)Nc2cccc(O)c2)ccc1OC(C)=O	-1.9%	2.3	1.1	4.3	-8.6	-6.5	0.34	1317	-1.0	668	-0.2	1052	-1.5%	i	12.1	0.335	-0.153	0.281	-0.631
23	CC(=O)c1cccc(NC(=O)Nc2ccc(C(=O)N3CCCC3)cc2)c1	.	1.9	0.1	23.4	4.3	12.0	.	.	8.3	659	.	.	-10.1%	i	-7.9	-0.232	-0.231	-0.132	0.00613
24	COc1ccc(NS(=O)(=O)c2cccc(-c3nnc4n3CCCCC4)c2)cc1	-1.9%	2.2	3.1	7.6	8.8	1.7	0.1	1231	.	.	-6.6	940	-6.9%	i	5.6	0.485	-0.347	0.0302	0.412
25	O=C(COC(=O)C12CC3CC(CC(C3)C1)C2)Nc1nc2c(F)c(F)c(F)cc2s1	7.9%	3.0	2.1	8.1	18.4	23.9	-0.08	1369	-1.4	600	-3.8	507	1.4%	i	6.7	0.0838	-0.189	0.103	1.39
26	O=C(Cc1nc2ccccc2[nH]1)c1ccc(Br)cc1	-2.2%	9.0	1.6	8.4	9.2	11.5	-0.13	1095	1.2	694	-1.3	1075	-5.3%	i	17.4	-1.82	-0.0384	-0.17	-0.178
27	COc1cc2cc(Br)cc(Br)c2nc1C	0.0%	1.6	1.3	10.0	18.0	6.9	.	.	-3.1	779	.	.	-7.0%	i	-7.0	0.405	-0.205	-0.0536	0.283
28	Nc1nc(SCC(=O)Nc2cc(-c3ccccc3)nn2-c2ccccc2)n[nH]1	0.5%	2.1	2.1	5.4	-1.1	-8.3	0.28	953	4.7	757	-0.4	1200	-24.0%	i	26.9	1.78	-0.178	1.52	-1.89
29	Cc1ccc(C(=O)Cn2cc([N+](=O)[O-])nc2C)cc1	.	.	.	.	.	.	0.08	1266	2.5	735	-0.6	1094	.	.	.	-0.179	-0.192	-0.102	-0.131
30	COc1ccc(C(=O)N2CCC(N3CCN(c4ccccc4)CC3)CC2)cc1OC	-0.6%	2.5	3.8	8.9	-6.6	-4.0	.	.	-2.3	629	-1.4	1068	-4.8%	i	-4.8	-0.266	-0.182	0.0707	0.849
31	CSc1nc(N)n2nc(C(C)(C)C)cc2n1	.	.	.	.	.	.	1.89	1423	3.7	698	1.2	1304	.	.	.	0.524	-0.117	0.0492	-0.885
32	CCOC(=O)N1CCC(Nc2ccc(N3C(=O)C4CCCCC4C3=O)cc2[N+](=O)[O-])CC1 (stereo not drawn)	-6.4%	3.3	1.6	4.4	15.6	12.1	-0.14	1294	3.7	659	-1.0	1122	-9.7%	i	21.4	1.36	-0.017	1.06	-1.74
33	COc1ccc(OCCCC(=O)Nc2ccc3c(c2)OCO3)cc1	-1.1%	0.9	0.8	8.7	-4.1	-11.3	0.39	1204	.	.	-4.7	1046	-3.9%	i	-14.7	-0.51	-0.148	-0.204	0.293

High-throughput results from PubChem.
